HCT116 bCat-KO – primary screen for growth suppressors in beta-catenin knockout HCT116 cells (colon tumor, human); AID 818, 2007; HCT116 beta-catenin knockout viability, CellTiter-Glo, 60 h; stronger effect = lower value; viability, % at 10 µM; actives 1.5% (n = 140,000);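 active = viability at or under a set limit, the compound median less 4 SD, cut at about 6% in these data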;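 note: 0% = Hyamine 1622 control at 20 µM and 100% = untreated cell control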
Measles CPE – compounds protecting cells from measles virus cytopathic effect, primary screen, measles RdRp inhibitor project, single point, MLSMR library, absorbance; Measles virus-infected cells, CPE protection; protection (pct of control), % at 4 µM; actives 1.5% (n = 140,000); in the data active = protection mostly above about 24%, no sharp cut-off; inactive = mostly below about 26%; note: some compounds called inactive have numbers as strong as hits
BB579 growth dn – growth inhibitors of yeast BB579 in restrictive medium, primary screen, yeast lifespan-shortening project, S. cerevisiae. OD615, 48 h. inhibition, % at 10 µM. actives 0.51% (n = 140,000). AID 804, 2007;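 active = inhibition above a set limit, 3 SD over the mean compound inhibition, cut at about 44% in these data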; note: inactives centre near -24
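Test system: DeaD yeast strain BB579 / Buffer or medium: restrictive glucose-based CSMM-D medium / Doses: single 10 µM dose / Schedule: 4 h cell preincubation, 48 h compound exposure, 30 °C humidified / Technique: culture absorbance at 615 nm / Controls: amphotericin B positive control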
NPY Y2 blocker – NPY-Y2 receptor antagonists, primary screen, cell-based; NPY-Y2 expressing cells, antagonist mode; inhibition, % at 2.7 µM; actives 0.99% (n = 140,000); Neuropeptide Y receptor type 2 (Homo sapiens), P49146; in the data active = inhibition above about 17%;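 note: 0% = vehicle with agonist challenge and 100% = reference antagonist with challenge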
Target sequence (P49146 whole entry, looked up): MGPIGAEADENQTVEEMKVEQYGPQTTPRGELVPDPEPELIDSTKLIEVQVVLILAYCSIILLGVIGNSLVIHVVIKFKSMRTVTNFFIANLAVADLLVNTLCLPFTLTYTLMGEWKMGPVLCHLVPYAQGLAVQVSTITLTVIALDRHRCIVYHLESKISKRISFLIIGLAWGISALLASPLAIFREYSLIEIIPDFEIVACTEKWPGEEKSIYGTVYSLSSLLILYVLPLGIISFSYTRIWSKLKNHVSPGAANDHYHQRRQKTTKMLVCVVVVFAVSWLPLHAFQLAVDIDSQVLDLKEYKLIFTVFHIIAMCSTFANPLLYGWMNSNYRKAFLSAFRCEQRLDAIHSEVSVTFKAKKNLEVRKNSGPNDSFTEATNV
HCT116 PTEN-null – growth suppression of PTEN-null HCT116, primary screen, cell-based, CellTiter-Glo; HCT116 PTEN-null viability, 60 h; stronger effect = lower value; viability, % at 10 µM; actives 1.2% (n = 140,000); AID 827, 2007;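 active = viability at or below a set limit, 4 SD under the median of all tested compounds, cut at about 3.7% in these data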;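 note: PTEN knockout HCT116 line with beta catenin targeted HCT116 as companion control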
GALR2 antag – GALR2 antagonists in receptor-expressing cells, primary screen | inhibition, % at 4 µM | actives 0.39% (n = 140,000) | antagonist mode; in the data active = inhibition above about 27%;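 note: cells stimulated with galanin 1-16 at roughly its EC80; 0% = agonist challenge control and 100% = basal control without agonist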
Target sequence (O43603 whole entry, looked up): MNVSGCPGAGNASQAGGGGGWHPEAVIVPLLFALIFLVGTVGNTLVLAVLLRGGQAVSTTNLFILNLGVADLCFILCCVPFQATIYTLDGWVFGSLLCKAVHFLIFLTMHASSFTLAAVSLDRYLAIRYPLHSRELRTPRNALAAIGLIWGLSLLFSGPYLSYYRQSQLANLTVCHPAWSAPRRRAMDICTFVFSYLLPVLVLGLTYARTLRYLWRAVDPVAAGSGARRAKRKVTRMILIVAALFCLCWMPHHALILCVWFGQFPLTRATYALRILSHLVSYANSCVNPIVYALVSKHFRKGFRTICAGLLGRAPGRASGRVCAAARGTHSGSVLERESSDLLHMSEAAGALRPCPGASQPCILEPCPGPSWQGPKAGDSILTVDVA
Yeast life ext – compounds extending yeast replicative lifespan, primary screen, S. cerevisiae, OD615. inhibition of the nicotinamide effect, % at 10 µM. actives 0.68% (n = 130,000). S. cerevisiae growth with nicotinamide; deaD strain in restrictive glucose medium;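 active = inhibition above a set limit, placed 3 SD over the median of all compounds, cut at about 26% in these data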;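 note: 0% = nicotinamide-treated wells and 100% = cells grown without nicotinamide; some compounds called inactive have numbers as strong as hits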
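System: Modified budding yeast, DeaD strain | Buffer or medium: Restrictive glucose medium | Also added: 1.5 mM nicotinamide | Doses: 10 µM single point, 0.25% DMSO | Schedule: 48 h compound exposure at 30 °C, humidified | Detection: Absorbance at 615 nm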
Phagocytosis inh – inhibitors of macrophage phagocytosis, primary screen, imaging, J774A.1 cells, IgG beads | J774A.1 macrophage IgG-bead phagocytosis | inhibition, % at 5 µM | actives 0.07% (n = 110,000) | AID 1029, 2008;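 active = inhibition above the mean of the plate negative controls plus 5 SD, cut at about 13% in these data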;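 note: phagocytic index as fraction of beads internalized from green versus red external bead signal; plate controls were DMSO negative control for no effect and cytochalasin-D positive control for full effect; some results beyond the cut were filed as inactive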
MRP-1 activ – H69AR viability gain despite doxorubicin, primary screen, MRP-1 activator project, H69AR cells, CellTiter-Glo. viability rescue. viability increase, % at 10 µM. actives 0.61% (n = 140,000);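 active = viability gain under doxorubicin at or above a set limit, the compound median plus 3 SD, cut at about 4.7% in these data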;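 note: MRP-1 overexpressing cells given doxorubicin 25 µM after compound pretreatment; 18-22 h compound pretreatment then 72 h with doxorubicin before readout; 0% = doxorubicin-only wells and 100% = vehicle-treated cells without doxorubicin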
E-sel TNF inh – E-selectin induction blockers in HUVEC – imaging, immunofluorescence, high content, primary screen | HUVEC TNFa-induced E-selectin immunofluorescence | inhibition, % at 2 µM | actives 0.71% (n = 120,000) | AID 1246, 2008;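 active = inhibition above the batch mean plus 3 SD, and confirmed as a hit on visual image review, cut at about 43% in these data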;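 note: 0% = TNF-stimulated DMSO wells and 100% = unstimulated control wells; not every result past the cut was called active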
Numbers without * were called inactive; nt = no result given.

SMILES | HCT116 bCat-KO | Measles CPE | BB579 growth dn | NPY Y2 blocker | HCT116 PTEN-null | GALR2 antag | Yeast life ext | Phagocytosis inh | MRP-1 activ | E-sel TNF inh
O=C(NC(C(=O)c1ccccc1)n1cnccc1=O)c1ccccc1 (stereo not given) | 91.4 | 6.5 | -11.7 | -0.8 | 100.7 | 0.1 | -9.8 | nt | 0.8 | nt
O=C1OC(c2ccccc2)=N/C1=C\N1CCCCC1 | 100.6 | 6.4 | -20.1 | 3.1 | 101.6 | 18.2 | -7.7 | nt | 0.4 | 8.0
CC1CCCN(C(=O)Cn2nnc(-c3cccnc3)n2)C1 (stereo not given) | 93.1 | 27.0 | -15.7 | 5.7 | 98.5 | 1.1 | -3.4 | nt | -1.9 | 22.7
COc1ccc(NC(=S)NCCc2ccccc2)c(OC)c1 | 86.1 | 26.8 | -73.8 | 2.4 | 103.0 | -14.2 | -12.6 | -0.4 | -1.1 | -3.1
COCCCn1c(Cc2csc(Nc3cccc(Cl)c3)n2)nnc1SCC(=O)OC1CCCCC1 | 73.7 | 11.8 | -48.3 | 0.2 | 86.4 | -4.5 | -16.1 | nt | -2.7 | 15.2
Cc1ccc(S(=O)(=O)N(C)CC(=O)NC2CCCC2)cc1 | 99.6 | 9.2 | -15.7 | -1.4 | 97.6 | -1.5 | -5.0 | -1.3 | -0.1 | -39.3
Cc1cc(C)c2c3c(sc2n1)C1(CCSCC1)C(C#N)=C(N)O3 | 77.3 | 16.2 | -4.2 | 2.3 | 80.1 | 8.5 | nt | nt | -4.8 | -16.4
O=C(CC1(O)C(=O)N(CN2CCOCC2)c2ccccc21)c1ccccc1 (stereo not given) | 97.7 | 26.1 | -30.2 | 3.9 | 103.4 | -1.5 | -3.6 | -0.2 | -2.7 | 18.5
O=C(CSc1nn(-c2ccccc2)c(=S)s1)NC(=O)NCc1ccco1 | 82.8 | 10.7 | -72.6 | 6.8 | 87.5 | 1.3 | -6.1 | 3.5 | -0.8 | -3.1
CCC(=O)N1CCc2cc(Br)cc(S(=O)(=O)NCC3CCCO3)c21 (stereo not given) | 108.5 | 8.7 | -0.2 | 1.7 | 91.1 | 7.5 | -14.1 | 0.2 | -4.2 | nt
CCCCn1nc2cc(C(=O)N[C@H](C)C3CCCCC3)ccc2c1OCC | 90.6 | 1.8 | -42.6 | -1.4 | 94.4 | -1.1 | -0.1 | -0.8 | -1.3 | nt
O=C(COC(=O)c1cc2ccccc2cc1O)Nc1cccnc1Cl | 85.5 | 2.5 | 6.0 | 9.0 | 95.6 | 10.9 | -1.2 | -12.9 | -3.2 | -19.1
COC(=O)c1ccc(C)c(NC(=O)C2COc3ccccc3O2)c1 (stereo not given) | 88.1 | 9.8 | -30.1 | 3.4 | 93.3 | 14.6 | -7.6 | -0.7 | -1.0 | -5.8
O=C(NC1CCCC1)C(c1ccc(Cl)cc1)N(Cc1ccc(F)cc1)C(=O)CCl (stereo not given) | 91.5 | 0.9 | -25.2 | 2.5 | 91.2 | 7.4 | 3.2 | -10.0 | -4.9 | 17.5
Cc1occc1-c1nnc(SCC(=O)c2ccc(Cl)cc2)n1CC1CCCO1 (stereo not given) | 96.9 | 17.6 | -6.2 | 1.1 | 103.6 | -21.8 | -3.3 | nt | -0.1 | 6.2
CCOC(=O)c1[nH]c2ccc(OC)cc2c1NC(C)=O | 101.2 | 28.1 | -17.4 | 0.2 | 104.0 | -4.3 | -16.8 | 2.2 | -3.4 | -5.1
COc1ccc(-c2cc(C(=O)Nc3c(C)nn(Cc4ccccc4)c3C)no2)cc1 | 112.0 | 6.0 | 30.0 | 1.5 | 95.6 | -1.7 | -10.6 | -1.0 | 0.3 | 20.1
COC(=O)C(C)NC(=O)C(C)NC(=O)OCc1ccccc1 (stereo not given) | 96.7 | 3.8 | 3.1 | 2.8 | 112.2 | 17.1 | -4.7 | -1.3 | 0.8 | nt
O=C(CCc1ccc(S(=O)(=O)NCCc2ccccc2)cc1)Nc1ccc2c(c1)OCCO2 | 96.4 | 6.9 | -33.3 | -1.1 | 94.9 | 5.8 | -2.2 | -7.3 | -2.7 | 44.9
Fc1ccc(-c2oncc2-c2nnnn2-c2ccccc2)cc1F | 87.8 | 26.7 | -33.4 | 3.4 | 103.4 | -4.5 | nt | nt | -0.4 | -11.4
COc1cc(OC)c(OC)cc1/C=N/NC(=O)CC1C(=O)NN=C1C (stereo not given) | 99.9 | 4.5 | -14.9 | 2.9 | 95.7 | 0.2 | -14.0 | -0.5 | 0.1 | nt
O=C(O)CC1S/C(=N/N=C/c2ccc(-c3ccc(Cl)cc3[N+](=O)[O-])o2)NC1=O (stereo not given) | 94.3 | 3.6 | -65.7 | 6.5 | 105.7 | -7.1 | 12.1 | -1.0 | -0.6 | nt
COc1ccc(-c2[nH]c(-c3ccc(F)cc3)nc2SCC(=O)NC2CCCC2)cc1 | 88.8 | 22.8 | -8.0 | 3.0 | 83.5 | 6.7 | 3.6 | nt | -2.1 | -5.4
O=C(C1CCCN(S(=O)(=O)c2ccccc2[N+](=O)[O-])C1)N1CCCC1 (stereo not given) | 93.7 | 7.4 | 8.8 | 2.6 | 105.0 | 4.0 | -3.5 | -8.7 | -0.7 | nt
NC(=O)C1CCN(C(=O)Cn2cccc2C(=O)c2ccccc2)CC1 | 110.5 | 7.7 | -3.2 | -0.7 | 107.8 | -7.0 | -12.6 | -0.7 | 1.1 | -23.2
Following part.
SMILES | HCT116 bCat-KO | Measles CPE | BB579 growth dn | NPY Y2 blocker | HCT116 PTEN-null | GALR2 antag | Yeast life ext | Phagocytosis inh | MRP-1 activ | E-sel TNF inh
Cc1ccc(NC(=O)N2CCC(NC(=O)C(C)(C)C)CC2)cc1 | 92.6 | 4.5 | -12.6 | -1.5 | 109.5 | 1.0 | -19.2 | 0.3 | -2.1 | -26.9
CC(=O)N1CCN=C1SCc1c(F)cccc1Cl | 92.6 | 12.5 | -1.4 | 3.5 | 81.9 | 0.5 | -5.5 | -0.6 | -1.7 | nt
O=C1CC(N2CCC(c3nc4ccccc4[nH]3)CC2)C(=O)N1Cc1ccccc1 (stereo not given) | 93.1 | 4.2 | -45.2 | -3.0 | 92.1 | 13.6 | 10.9 | -0.7 | -0.6 | 1.2
Cc1ccc2c(ccc[n+]2CC(=O)c2ccccc2)c1 | 88.1 | 6.0 | -7.8 | 2.6 | 80.9 | -0.2 | 3.6 | -8.8 | 1.9 | 8.9
CCCNc1nc(OC(C(F)(F)F)C(F)(F)F)nc(OC(C(F)(F)F)C(F)(F)F)n1 | 94.5 | 20.1 | -41.3 | -2.2 | 94.2 | 8.3 | -2.1 | 0.7 | -0.8 | 3.0
Cc1csc(N(C)C(=O)CSc2nnc(COc3ccccc3C)o2)n1 | 98.1 | 1.8 | 0.6 | 4.1 | 95.0 | -0.6 | -0.9 | 0.3 | -1.2 | -15.9
Cc1cc(C(=O)CSc2nnnn2-c2ccc(O)cc2)c(C)n1Cc1ccc2c(c1)OCO2 | 30.1 | 4.1 | -43.9 | 11.4 | 26.9 | 7.5 | -4.1 | -1.4 | -1.2 | -18.6
COc1cc(C(=O)Nc2nc(-c3ccc(C)cc3)cs2)ccc1OCC(=O)N1CCOCC1 | 86.7 | 9.5 | -10.7 | 2.7 | 80.6 | -1.4 | 4.6 | -5.0 | -4.0 | 14.4
c1ccc2c(c1)OCC(c1nn3c(Cn4nnc5ccccc54)nnc3s1)O2 (stereo not given) | 83.1 | 5.8 | -40.2 | 1.9 | 82.8 | -1.4 | -12.4 | -0.6 | -0.8 | 4.5
CCCOc1ccc(C(=O)C(CCC(CNCC)C(=O)c2ccc(OCCC)cc2)CNCC)cc1 (stereo not given) | 0.9* | -0.2 | 7.8 | 30.9* | 0.6* | 1.3 | -9.5 | 15.8 | -5.8 | nt
COc1ccc(NC(=O)N[C@@H](CCSC)C(=O)O)cc1Cl | 100.2 | 27.8 | -30.7 | 0.7 | 104.8 | -0.6 | -5.9 | 0.4 | 0.3 | 8.2
CC(C)C(C)NC(=O)COc1ccc(S(=O)(=O)N2CCOCC2)cc1[N+](=O)[O-] (stereo not given) | 87.0 | 7.2 | -8.0 | 1.0 | 88.4 | 12.0 | 5.2 | nt | -2.1 | nt
CNC(=O)c1csc(-c2ccc(C)cc2)n1 | 86.9 | 7.3 | -18.9 | 0.0 | 84.8 | -5.8 | -6.8 | -2.9 | -1.6 | -1.0
Brc1cc(Br)c2nc(-c3cccs3)ccc2c1 | 80.4 | 24.2 | -37.0 | 1.7 | 91.7 | 9.6 | -8.3 | -1.1 | -3.3 | -1.0
COc1cc(OC)cc(C(=O)NC(=S)Nc2ccc(Cl)c(C(=O)O)c2)c1 | 106.0 | 5.2 | -25.2 | 0.3 | 93.9 | -2.3 | -2.2 | -0.8 | 0.1 | 33.0
O=[N+]([O-])c1ccccc1N/N=C/c1c[nH]c2ccccc12 | 75.9 | 11.0 | 0.2 | -13.6 | 82.9 | 9.2 | -12.4 | nt | -5.0 | -20.5
c1ccc(-c2nc(NCc3ccco3)c3ccccc3n2)nc1 | 8.3 | 14.9 | -4.7 | 2.1 | 7.7 | 0.2 | -6.5 | 0.6 | -5.5 | nt
COCCNC(=O)Cn1cnc2sc(C)c(S(=O)(=O)N3CCC(C)CC3)c2c1=O | 80.1 | 14.0 | 6.8 | 2.2 | 98.1 | -7.6 | -4.8 | -0.7 | -3.8 | nt
Cc1ccc(-n2c(SCC(N)=O)nc3c([nH]c4ccccc43)c2=O)cc1 | 62.8 | 11.1 | -5.6 | 7.1 | 57.8 | 21.7 | -7.5 | -2.0 | -2.6 | -18.2

One compound at a time, from the list above. Values in the order: HCT116 bCat-KO	Measles CPE	BB579 growth dn	NPY Y2 blocker	HCT116 PTEN-null	GALR2 antag	Yeast life ext	Phagocytosis inh	MRP-1 activ	E-sel TNF inh
Entry for O=C1CC(N2CCC(c3nc4ccccc4[nH]3)CC2)C(=O)N1Cc1ccccc1 (stereo not given) : 93.1	4.2	-45.2	-3.0	92.1	13.6	10.9	-0.7	-0.6	1.2
Entry for COc1cc(OC)cc(C(=O)NC(=S)Nc2ccc(Cl)c(C(=O)O)c2)c1 : 106.0	5.2	-25.2	0.3	93.9	-2.3	-2.2	-0.8	0.1	33.0
Entry for Cc1csc(N(C)C(=O)CSc2nnc(COc3ccccc3C)o2)n1 : 98.1	1.8	0.6	4.1	95.0	-0.6	-0.9	0.3	-1.2	-15.9
Entry for CCCNc1nc(OC(C(F)(F)F)C(F)(F)F)nc(OC(C(F)(F)F)C(F)(F)F)n1 : 94.5	20.1	-41.3	-2.2	94.2	8.3	-2.1	0.7	-0.8	3.0
Entry for O=[N+]([O-])c1ccccc1N/N=C/c1c[nH]c2ccccc12 : 75.9	11.0	0.2	-13.6	82.9	9.2	-12.4	nt	-5.0	-20.5

Bioassay records from PubChem.
